HepG2 tox: kills HepG2 cells in TGF-b inhibitor counter-screen; HepG2 CAGA-GFP viability, ATP luminescence, 18 h; hit rate 0.76% among 410,000; AID 588856; Potency, µM (top dose mostly 46.1 µM), inactives show at the top dose activity change, negative = cytotoxicity, usual class: cytotoxic; also: some results filed as inactive show a strong effect at the top dose
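HepG2 CAGA-GFP cells (1000/well, DMEM with 1% FBS) received compound, then TGF-beta at 500 pg/mL final, and were incubated 18 hours at 37 degrees C. Viability was read by CellTiter-Glo luminescence. Media-only wells were set as complete cell-killing and DMSO as no toxicity.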
Nrf2 inh: Nrf2 pathway inhibition. A549 ARE-Fluc reporter, luciferase luminescence, 18-24 h. Potency, µM (doses to about 46 µM), for inactives: at the highest dose activity change, negative = inhibition, hits mostly inhibitors. hit rate 2.1% among 360,000; also: % is scaled to controls: 0 for no effect and ±100 for the full control effect; nearly all actives have a fitted effect of over 60% in size
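In this cell-based qHTS, ARE-driven firefly luciferase in A549 cells reports Nrf2 activity; the luminescent signal after BugLite lysis is the measured value, with a prior CellTiter-Fluor read for cell health.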
Nrf2 ARE act: Nrf2 pathway activation; Potency, µM (series often up to 46.1 µM), inactives show at the highest dose activation, usual class: activators; AREc32 ARE-luciferase reporter (MCF7-derived line), luminescence, 24 h; AID 624171; hit rate 0.31% among 410,000; also: % of control where 0% means no effect; nearly all actives have a fitted effect of over 65% in size
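AREc32_Fluc, 1000 cells/well, OPTI-MEM + 5% FBS, o/n 37 deg C 5% CO2; 23 nL cpd by pin tool, 24 hr; Steady-Glo 30 min RT, luminescence.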
ATXN2 expr inh: reduces ATXN2 reporter expression in HEK-293 cells | HEK-293 ATXN2-luciferase reporter, luminescence, 24 h | hit rate 0.72% among 360,000 | Potency, µM (series often up to 57 µM), for inactives: at the top dose activity change, negative = inhibition, usual class: inhibitors; also: % is scaled to controls: 0 for no effect and ±100 for the full control effect; nearly all actives have a fitted effect of over 55% in size
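ATXN2-luciferase reporter cells (luciferase flanked by upstream and downstream ATXN2 gene portions) were treated 24 h at 37 °C with compounds at up to 57 uM. SteadyGlo luminescence gave expression; GF-AFC fluorescence gave viability.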
S2 tox: reduces viability in counter-screen for ATXN expression inhibitors; S2 cells (HEK-293 line with an ATXN2-luciferase reporter) viability, CellTiter-Fluor protease fluorescence, 24 h; Potency, µM (top dose mostly 56.7 µM), usual class: cytotoxic; hit rate 0.49% among 400,000; also: nearly all actives have a fitted effect of over 40% in size
TGFb SMAD3 inh: inhibitors of TGF-b signaling; Potency, µM (highest dose often 46.1 µM), for inactives: top-dose activity, negative = inhibition, most hits filed as inhibitors; HepG2 CAGA-GFP TGF-b/SMAD3 reporter, GFP fluorescence, 18 h; TGF-beta stimulated, 500 pg/mL final; hit rate 1.2% among 410,000; also: % is scaled to controls: 0 for no effect and ±100 for the full control effect; nearly all actives have a fitted effect of over 65% in size
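Cell-based qHTS in HEPG2 carrying a CAGA-GFP Smad reporter; compounds added before 500 pg/mL final TGF-beta, 18 h incubation at 37 degrees C, GFP fluorescence quantified per cell by imaging cytometry.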
MCF10A rereplic: DNA re-replication induction in MCF 10a cells. MCF 10A DNA re-replication, Hoechst nuclear intensity, 48 h. Potency, µM (top dose mostly 46.1 µM), inactives show at the highest dose activity, positive = re-replication, most hits filed as activators. hit rate 2.9% among 350,000; also: % of control where 0% means no effect; nearly all actives have a fitted effect of over 50% in size
A549 tox: kills or reduces viability of A549 cells in Nrf2 counter-screen; A549 ARE-Fluc cells, CellTiter-Fluor viability, 18-24 h; Potency, µM (highest dose often 46 µM), inactives show at the highest dose activity change, negative = cytotoxicity, usual class: inhibitors; hit rate 0.16% among 390,000; AID 504648; also: % is scaled to controls: 0 for no effect and ±100 for the full control effect
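Cytotoxicity counterscreen: CellTiter-Fluor fluorescence was measured in A549 ARE_Fluc cells after 18-24 h of compound exposure in a concentration series. The subsequent BugLite luminescent read reports ARE-luciferase activity.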
EPAC2 antag: antagonists of human EPAC2 | Q8WZA2 | EPAC2 GEF exchange of Rap1B-BODIPY-GDP, fluorescence | Potency, µM (top dose mostly 114 µM), without a hit: at the top dose activity, negative = inhibition, usual class: inhibitors | hit rate 0.18% among 360,000; also: % is scaled to controls: 0 for no effect and ±100 for the full control effect; nearly all actives have a fitted effect of over 45% in size; many of its hits are not listed in these tables
Target sequence (Q8WZA2 whole entry, looked up): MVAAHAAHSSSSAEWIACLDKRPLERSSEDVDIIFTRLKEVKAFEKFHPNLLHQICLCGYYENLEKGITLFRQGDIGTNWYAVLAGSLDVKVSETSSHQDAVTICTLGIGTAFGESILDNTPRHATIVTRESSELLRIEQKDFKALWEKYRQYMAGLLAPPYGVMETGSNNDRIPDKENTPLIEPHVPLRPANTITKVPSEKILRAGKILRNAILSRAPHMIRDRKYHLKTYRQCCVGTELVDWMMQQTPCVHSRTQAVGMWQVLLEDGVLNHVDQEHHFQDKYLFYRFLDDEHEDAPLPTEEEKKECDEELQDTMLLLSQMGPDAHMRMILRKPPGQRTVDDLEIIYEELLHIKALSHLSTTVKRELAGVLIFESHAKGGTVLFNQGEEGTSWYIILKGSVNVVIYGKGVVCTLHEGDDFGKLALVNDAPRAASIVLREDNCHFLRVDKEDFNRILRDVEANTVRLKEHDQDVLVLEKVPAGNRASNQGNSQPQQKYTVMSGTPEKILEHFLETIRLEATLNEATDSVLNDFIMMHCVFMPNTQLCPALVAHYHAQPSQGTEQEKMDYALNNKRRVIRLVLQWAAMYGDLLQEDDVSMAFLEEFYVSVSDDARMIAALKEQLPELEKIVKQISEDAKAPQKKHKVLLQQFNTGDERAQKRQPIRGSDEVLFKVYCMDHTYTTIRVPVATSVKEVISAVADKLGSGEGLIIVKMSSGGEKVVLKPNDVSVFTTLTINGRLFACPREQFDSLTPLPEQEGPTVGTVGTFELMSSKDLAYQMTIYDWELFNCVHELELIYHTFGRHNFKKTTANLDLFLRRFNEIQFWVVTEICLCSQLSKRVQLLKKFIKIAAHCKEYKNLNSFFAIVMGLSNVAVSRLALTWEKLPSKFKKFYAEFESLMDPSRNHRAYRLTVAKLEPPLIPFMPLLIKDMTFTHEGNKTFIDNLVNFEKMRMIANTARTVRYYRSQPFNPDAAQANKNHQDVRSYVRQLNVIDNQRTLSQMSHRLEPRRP
* = called active by the depositor; i = inactive; ? = inconclusive; . = not tested or not shown; [ ] = remark or other dose. Calls follow the shape of the dose curve; as a rule, active = well fitted curve in the direction sought with a large enough effect; inconclusive = small, poorly fitted or top-dose-only effect, or another doubt; inactive = no such curve, though single readings can be large; an effect the other way counts as inactive or inconclusive. Potency is read from the fitted curve at half-maximal effect. The list is partial. The share of hits here may be higher or lower than overall.

1	C=CCn1c(=N)n(CC(=O)c2ccc(Cl)cc2)c2ccccc21
2	Cc1ccccc1C(=O)Nc1nc(-c2nnn(-c3ccc(C(C)C)cc3)c2C)ns1
3	COc1ccc(NC(=O)COc2ccc(S(=O)(=O)NC3CCCCC3)cc2)cc1OC
4	CCCCn1c(=N)n(CC(=O)O)c2ccccc21
5	CCOC(=O)Nc1ccc2c(CN3CCN(S(=O)(=O)c4ccccc4F)CC3)cc(=O)oc2c1
6	CCN(CC)S(=O)(=O)c1ccc(C(=O)NCC(c2ccc(OC)cc2)N2CCOCC2)cc1 (configuration not stated)
7	CC(OC(=O)c1cc(=O)[nH]c2ccccc12)C(=O)Nc1ccccc1F (configuration not stated)
8	Cc1ccc(C(=O)OCC(=O)NC(C)C2CC3CCC2C3)cc1N (configuration not stated)
9	Cc1c(C(=O)Nc2ccc3c(c2)OCO3)sc2nc(-c3ccccc3)cn12
10	Cc1ccc(CNC(=O)CN2C(=O)C3(SCC(=O)N3c3cc(C)cc(C)c3)c3ccccc32)cc1 (configuration not stated)
screen / no.,1,2,3,4,5,6,7,8,9,10
HepG2 tox,-18%,-34%,-32%,-10%,-54%,10%,1%,-6%,3%,-2%
Nrf2 inh,3%,21%,-23%,3%,7%,-1%,3%,-24%,?,-2%
Nrf2 ARE act,2.9%,7.5%,8.3%,-0.2%,-0.6%,-0.9%,-0.5%,-0.2%,-0.1%,3.1%
ATXN2 expr inh,-8%,-10%,-16%,-26%,-23%,.,-27%,2%,-3%,.
S2 tox,i,i,i,i,i,i,i,i,i,.
TGFb SMAD3 inh,0%,?,?,1%,-1%,-16%,4%,-16%,-1%,-18%
MCF10A rereplic,?,.,.,3%,13%,-1%,-1%,13%,-3%,.
A549 tox,5%,6%,-1%,15%,1%,4%,0%,-4%,-5%,-11%
EPAC2 antag,2%,.,.,1%,2%,2%,12%,2%,-7%,.

11	COCCN1C(=O)CS/C1=C(/C#N)C(=O)NCc1ccco1
12	CCOCC(=O)Nc1ccc(S(=O)(=O)Nc2ncccn2)cc1
13	O=C(NCCCc1ccccc1)C(=O)NCC1OCCN1S(=O)(=O)c1cc(F)ccc1F (configuration not stated)
14	COc1ccc(NC(=O)CNCc2ccc(Cl)cc2)cc1S(=O)(=O)N1CCOCC1
15	CCCCCn1ccc(=N)cc1
16	CCC(C(=O)NCCc1ccco1)n1nc(C)c2c(C)n(-c3ccccc3)nc2c1=O (configuration not stated)
17	CCCCn1nnnc1NCc1ccc(N(CC)CC)cc1
18	COc1cc(/C=C(\NC(C)=O)C(=O)O)cc(OC)c1OC
19	O=C(COc1ccc([N+](=O)[O-])cc1)NNC(=O)Nc1cccc(F)c1
20	O=C(O)c1ccccc1NS(=O)(=O)c1cccc(NS(=O)(=O)c2cc(Br)ccc2Br)c1
screen / no.,11,12,13,14,15,16,17,18,19,20
HepG2 tox,-6%,-12%,-4%,-2%,0%,0%,-14%,-6%,23%,5%
Nrf2 inh,8%,.,?,-5%,0.92µM*,-12%,-23%,-21%,-7%,18%
Nrf2 ARE act,4.4%,-1.5%,0.1%,-0.7%,-0.4%,-0.3%,-0.4%,-0.7%,-0.1%,-0.6%
ATXN2 expr inh,-3%,-4%,-3%,-9%,-25%,1%,-3%,-7%,6%,-5%
S2 tox,i,i,i,?,i,i,i,i,?,i
TGFb SMAD3 inh,15%,-8%,25%,2%,-23%,-12%,-24%,-9%,-29%,0%
MCF10A rereplic,1%,-2%,19%,7%,-2%,7%,2%,1%,3%,1%
A549 tox,-6%,0%,0%,1%,?,15%,-4%,-13%,-2%,2%
EPAC2 antag,-2%,10%,2%,-7%,-7%,-5%,-4%,-2%,9%,-1%

Profiles as entered above. Values in the order: HepG2 tox	Nrf2 inh	Nrf2 ARE act	ATXN2 expr inh	S2 tox	TGFb SMAD3 inh	MCF10A rereplic	A549 tox	EPAC2 antag
COCCN1C(=O)CS/C1=C(/C#N)C(=O)NCc1ccco1 is entered as -6%	8%	4.4%	-3%	i	15%	1%	-6%	-2%
COc1ccc(NC(=O)CNCc2ccc(Cl)cc2)cc1S(=O)(=O)N1CCOCC1 is entered as -2%	-5%	-0.7%	-9%	?	2%	7%	1%	-7%

Some of these compounds in order of the Nrf2 inh value, falling.
no. | structure | Nrf2 inh | Nrf2 ARE act | TGFb SMAD3 inh | EPAC2 antag
20 | O=C(O)c1ccccc1NS(=O)(=O)c1cccc(NS(=O)(=O)c2cc(Br)ccc2Br)c1 | 18% | -0.6% | 0% | -1%
19 | O=C(COc1ccc([N+](=O)[O-])cc1)NNC(=O)Nc1cccc(F)c1 | -7% | -0.1% | -29% | 9%
17 | CCCCn1nnnc1NCc1ccc(N(CC)CC)cc1 | -23% | -0.4% | -24% | -4%

(cont.)
21	CC1=C([N+](=O)[O-])C(c2ccccc2Cl)NC(=O)N1 (configuration not stated)
22	COc1ccc2c(c1OC)C(=O)N1c3cccc(Cl)c3C(=O)OC21 (configuration not stated)
23	CCOC(=O)N1CCN(C(=O)c2ccc(CNS(=O)(=O)c3ccc(OC)cc3)cc2)CC1
24	O=C(CC1CCCCC1)NCCCN1CCOCC1
25	CCOc1ccccc1/C=N/NC(=O)c1cc(C(C)C)[nH]n1
26	Cc1ccc2c(c1)-c1c(cnc3cc(-c4ccc(Cl)cc4)nn13)CO2
27	O=C(NCCc1ccccc1)C1CCCN(C(=O)Nc2ccc(F)cc2)C1 (configuration not stated)
28	Cc1ccc(N2C(=O)CS(=O)(=O)C23C(=O)N(C)c2ccccc23)cc1F (configuration not stated)
29	CC1(C)CC(NC(=O)C(Cl)(Cl)Cl)CC(C)(C)N1
30	O=C(NCc1ccc(Cl)cc1)c1noc2c1CCCC2
screen / no.,21,22,23,24,25,26,27,28,29,30
HepG2 tox,-24%,0%,-4%,-3%,-2%,7%,-15%,3%,-3%,-15%
Nrf2 inh,2%,1%,-21%,3%,3%,3%,-5%,13%,11%,-1%
Nrf2 ARE act,0.3%,-0.1%,0.2%,-0.3%,6.3%,-0.2%,-0.3%,-1.3%,0.7%,-0.7%
ATXN2 expr inh,2%,-10%,-9%,-4%,11%,-4%,-23%,3%,0%,25%
S2 tox,i,i,?,i,i,i,i,i,i,i
TGFb SMAD3 inh,1%,4%,-9%,3%,0%,0%,-17%,50%[activator],21%,-2%
MCF10A rereplic,?,1.3µM*,14%,1%,-3%,.,-27%,.,-2%,15%
A549 tox,5%,0%,-1%,-8%,8%,1%,-11%,0%,-7%,-1%
EPAC2 antag,4%,2%,-2%,4%,2%,.,?,.,20%,0%

Individual results from the entries so far:
Result for compound 24 in TGFb SMAD3 inh: 3%
Result for compound 21 in A549 tox: 5%

Going on with the list:
31	O=C(NCc1ccc(F)cc1F)[C@@H]1CCCN1C(=O)[C@@H]1CCCN1
32	N/C(=N\O)c1ccccc1N1CCCCC1
33	CCOc1ccc(C(=O)NCC(=O)N2CCC3(CC2)NCCc2[nH]cnc23)cc1
34	CCCCNS(=O)(=O)c1ccc2nc(-c3cccnc3)cc(C(=O)NCCCOC(C)C)c2c1
35	N#Cc1nc(-c2cccc3ccccc23)oc1NCCN1CCOCC1
36	CCN1CCN(c2cc(C)c3cc(NC(=S)N4CCCC4)ccc3n2)CC1
37	COc1ccc(N2CCN(CC(=O)Nc3ncc(C)s3)CC2)cc1
38	CC(C)Cc1cc(C(=O)N2CCCC(CO)(Cc3ccc(F)cc3)C2)no1 (configuration not stated)
39	O=C1CN(C(=O)N[C@@H](Cc2ccccc2)C(=O)N[C@@H](C(=O)O)c2ccccc2)c2ccccc2N1
40	O=C(NCc1ccc2c(c1)CCO2)Nc1ccccc1
screen / no.,31,32,33,34,35,36,37,38,39,40
HepG2 tox,.,-4%,2%,-35%,-36%,-15%,0%,-10%,0%,-58%
Nrf2 inh,.,7%,5%,.,.,6%,-8%,?,5%,?
Nrf2 ARE act,0.1%,0.1%,-0.2%,0.2%,3.3%,1.5%,-0.1%,2.2%,-0.7%,0.3%
ATXN2 expr inh,12%,4%,4%,12%,-8%,-2%,.,-14%,6%,15%
S2 tox,i,i,i,i,i,i,?,i,i,i
TGFb SMAD3 inh,.,-2%,2%,-6%,6%,-7%,-5%,-14%,4%,0%
MCF10A rereplic,.,-7%,8%,.,16µM*,-24%,-2%,-8%,6%,-1%
A549 tox,.,-4%,0%,6%,11%,-6%,1%,1%,-5%,6%
EPAC2 antag,1%,1%,-2%,.,-4%,-8%,2%,-25%,3%,13%

41	CCOc1ncccc1C(=O)OCc1ccccc1
42	Cc1ccc(S(=O)(=O)N2CCN(c3nc(-c4cccs4)nc(C)c3C)CC2)cc1
43	Cc1cc(C)c(C#N)c(SCC(=O)N(CCC#N)c2ccc3c(c2)OCCO3)n1
44	CCc1ccc(C(=O)c2cn(CC(=O)Nc3cc(OC)cc(OC)c3)c3ccc(CC)cc3c2=O)cc1
45	CN(CC(=O)NC1CC1)S(=O)(=O)c1ccc(Br)cc1
46	COc1ccc(C(=O)N2CCN(C(=O)COc3ccc(Br)cc3)CC2)cc1OC
47	Cn1c(=O)c(S(=O)(=O)C(C)(C)C)c(O)c2ccccc21
48	Cc1cccc(OC(=O)c2ccncc2)c1C
49	COc1cc2nn(-c3ccccc3N)nc2cc1OC
50	CCOc1ccc(NC(=O)COc2nsnc2N2CCCCC2)cc1
51	NC(=S)NNC(=O)COc1ccccc1O
52	CSC1=C(C#N)C(c2ccncc2)C(C(=O)Nc2ccccc2)=C(C)N1 (configuration not stated)
53	CCOc1ccc(OCCCC(=O)Nc2cc(S(=O)(=O)N3CCOCC3)ccc2N2CCOCC2)cc1
screen / no.,41,42,43,44,45,46,47,48,49,50,51,52,53
HepG2 tox,-3%,-14%,-5%,1%,-9%,-26%,4%,0%,-6%,-23%,9%,7%,-1%
Nrf2 inh,0%,6%,-7%,25%,23%,9%,6%,5%,.,?,11%,-4%,-3%
Nrf2 ARE act,2.9%,.,0.4%,-0.9%,-1.5%,4.1%,-0.6%,0.1%,21%,0.3%,-0.6%,0.6%,-0.2%
ATXN2 expr inh,-2%,.,9%,14%,-4%,.,-8%,.,.,-30%,.,-8%,-7%
S2 tox,i,.,i,i,i,.,i,i,i,i,i,i,i
TGFb SMAD3 inh,-17%,1%,0%,-1%,-9%,?,-8%,-27%,-1%,-2%,-1%,-1%,1%
MCF10A rereplic,3%,.,5%,.,-1%,.,1%,8%,.,8%,-4%,0%,10%
A549 tox,0%,7%,-6%,3%,2%,3%,-20%,?,.,0%,11%,-11%,3%
EPAC2 antag,-13%,.,17%,.,-4%,.,7%,-1%,3%,12%,-6%,7%,-5%
